# Mcl1-Bid inh – Mcl-1/Bid interaction inhibition | Q07820 | TR-FRET Mcl-1/Bid-Dy647 peptide binding, 1536-well | inhibition, % at 21.7 µM | 220,000 compounds, 0.97% hits | AID 1021;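 active = compounds that cut the binding signal by more than half at the single screening dose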;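 also: His-tagged Mcl-1 with europium anti-His antibody binding Bid BH3 peptide; 0% = Mcl-1 plus peptide wells and 100% = peptide-only wells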
# Target sequence (Q07820 whole entry, looked up): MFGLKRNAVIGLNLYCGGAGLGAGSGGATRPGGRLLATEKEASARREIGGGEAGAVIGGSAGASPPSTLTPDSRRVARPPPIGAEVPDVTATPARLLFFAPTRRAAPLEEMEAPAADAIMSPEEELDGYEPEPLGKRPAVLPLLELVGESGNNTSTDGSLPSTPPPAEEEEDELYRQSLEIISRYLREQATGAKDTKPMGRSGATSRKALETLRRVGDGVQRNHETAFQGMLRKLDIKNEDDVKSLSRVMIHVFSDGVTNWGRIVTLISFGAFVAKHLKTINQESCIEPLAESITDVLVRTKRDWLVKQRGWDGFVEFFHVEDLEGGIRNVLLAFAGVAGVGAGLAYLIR
# Rac1 wt GTP bind – human Rac1 wildtype GTP binding, inhibitors and activators; GST-Rac1 beads, fluorescent GTP binding, flow cytometry; actives lie on both sides; 0 = cold GTP competed, 100 = untreated; 190,000 compounds, 0.27% hits; AID 757; GTP binding activity (% of control), % at 10 µM; P63000;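 active = GTP binding activity at least 20 points away from the 100% control level, either lower or higher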
# Rac1 mut GTP – modulators of GTP binding to human Rac1 activated mutant | P63000 | GST-Rac1 activated beads, fluorescent GTP binding, flow cytometry; actives lie on both sides; 100% means binding = to untreated wells | percent activity (GTP binding), % at 10 µM | 190,000 compounds, 0.11% hits;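 active = GTP binding at least 20 percentage points away from the 100% baseline, in either direction, so actives lie on both sides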
# Pf gamet viab – P. falciparum stage V gametocyte viability inhibition; AID 743093; inhibition, % at 10.9 µM; P. falciparum stage V gametocytes, ATP luminescence, 24 h; 150,000 compounds, 0.065% hits;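 active = inhibition above the mean plus 3 SD of compounds within the control limits, set per campaign, cut at about 38% in these data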;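 also: 0% = DMSO wells and 100% = medium only without gametocytes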
# Rab7 wt modul – dog Rab7 wildtype GTP binding, inhibitors and activators | GST-Rab7 beads, fluorescent GTP binding, flow cytometry; actives lie on both sides; untreated = 100%, excess cold GTP = 0% | 190,000 compounds, 0.055% hits | GTP binding activity (percent of control), % at 10 µM;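 active = fluorescent GTP binding to Rab7 beads changed by at least 20 points from the 100% baseline, either direction, mostly lower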;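 also: median green fluorescence of bound Bodipy-FL-GTP per Rab7 bead population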
# Rab2A wt mod – changes GTP binding to wildtype dog Rab2A, up or down | P61105 | GST-Rab2 wt beads, Bodipy-GTP binding, flow cytometry | GTP binding activity, % at 10 µM | 190,000 compounds, 0.19% hits | AID 760;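 active = GTP binding activity at least 20 points away from 100%, either lowered or raised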;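 also: 0% = beads with excess unlabeled GTP and 100% = no-compound control corrected for plate trend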
# Mcl1-Noxa inh – Mcl-1/Noxa interaction inhibition; Q07820; TR-FRET Mcl-1/Noxa peptide binding, 2 h; inhibition, % at 21.7 µM; 220,000 compounds, 1.5% hits; AID 1022;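 active = compounds that cut the protein-peptide binding signal by more than 50% relative to plate controls in a single-dose test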;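 also: His-tagged Mcl-1 with rhodamine Noxa BH3 peptide and terbium anti-His antibody; 0% = Mcl-1 plus Noxa peptide wells and 100% = peptide-only wells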
# RGS8-Gao – modulates binding of RGS8 to human Galphao; P09471; multiplexed bead flow cytometry; actives lie on both sides; response (percent of control binding), % at 10 µM; 220,000 compounds, 0.34% hits; in the data active = response below about 60% or above about 140%; inactive = in between;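 also: Galphao activated as the GDP aluminium fluoride complex binding bead-coupled RGS8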
# Target sequence (P09471 whole entry, looked up): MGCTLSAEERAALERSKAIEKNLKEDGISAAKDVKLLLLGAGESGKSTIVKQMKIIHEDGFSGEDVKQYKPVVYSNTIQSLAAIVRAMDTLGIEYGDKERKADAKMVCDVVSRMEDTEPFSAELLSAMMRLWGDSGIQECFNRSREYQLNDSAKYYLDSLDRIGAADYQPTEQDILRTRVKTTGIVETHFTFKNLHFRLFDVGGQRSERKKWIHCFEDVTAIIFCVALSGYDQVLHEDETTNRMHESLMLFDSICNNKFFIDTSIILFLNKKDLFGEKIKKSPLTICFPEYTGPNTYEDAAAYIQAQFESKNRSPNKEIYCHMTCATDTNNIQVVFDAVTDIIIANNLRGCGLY
# Bim-Mcl-1 – disrupts Bim peptide binding to human Mcl-1 | Q07820 | 190,000 compounds, 0.1% hits | inhibition, % at 10 µM | Bead-based flow cytometry, Bim peptide-Mcl-1 binding | AID 1009; in the data active = inhibition above about 40%;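 also: 0% = no compound tracer wells and 100% = peptide blocker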
# Cdc42 wt – human Cdc42 wildtype GTP binding change, either direction | P60953 | GST-Cdc42 beads, Bodipy-GTP binding, flow cytometry; actives lie on both sides | percent activity (GTP binding), % at 10 µM | 190,000 compounds, 0.2% hits | AID 761;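 active = percent activity GTP binding at least 20 points away from the 100% baseline, either down as inhibitor or up as activator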;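 also: median bead fluorescence of bound Bodipy-FL-GTP at 100 nM; 0% = excess unlabeled GTP control and 100% = no compound control; below 100% means less GTP binding so inhibitor and above means activator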
# Target sequence (P60953 whole entry, looked up): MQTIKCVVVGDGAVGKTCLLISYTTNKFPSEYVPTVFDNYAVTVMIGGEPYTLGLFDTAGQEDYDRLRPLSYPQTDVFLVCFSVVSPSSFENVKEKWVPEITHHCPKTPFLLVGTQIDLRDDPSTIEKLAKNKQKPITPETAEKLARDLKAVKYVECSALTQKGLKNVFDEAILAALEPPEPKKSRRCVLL
# HRas wt GTP bind – changes GTP binding to wildtype human HRas. GST-Ras wt beads, Bodipy-FL-GTP binding, flow cytometry; actives lie on both sides. P01112. GTP binding activity, % at 10 µM. 190,000 compounds, 0.14% hits;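 active = GTP binding activity at least 20% away from the 100% baseline, either lowered as inhibitor or raised as activator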;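 also: 0% = unlabeled GTP competition control and 100% = no-compound control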
# Target sequence (P01112 whole entry, looked up): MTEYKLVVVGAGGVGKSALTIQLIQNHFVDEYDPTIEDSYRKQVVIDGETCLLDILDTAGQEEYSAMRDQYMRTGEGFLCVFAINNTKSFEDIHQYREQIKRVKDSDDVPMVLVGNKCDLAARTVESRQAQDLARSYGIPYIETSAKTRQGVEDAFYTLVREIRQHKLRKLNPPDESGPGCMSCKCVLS
# The depositor's hits bear a star; . = not tested or not shown.
SMILES,Mcl1-Bid inh,Rac1 wt GTP bind,Rac1 mut GTP,Pf gamet viab,Rab7 wt modul,Rab2A wt mod,Mcl1-Noxa inh,RGS8-Gao,Bim-Mcl-1,Cdc42 wt,HRas wt GTP bind
O=C(Nc1cccc(C(F)(F)F)c1)C(Sc1ncnc2ccccc12)c1ccccc1 (stereo not given),-5,101,98,-1,99,97,0,91,0,103,99
CSc1nc(C)cc(SCC(=O)Nc2ccc(Cl)cc2Cl)n1,-4,103,99,.,99,99,-1,102,-4,99,100
Clc1ccc(OCc2cnc(Cl)s2)cc1,-12,97,97,.,101,97,-14,102,-1,97,99
NC(=O)CSc1nnc(-c2ccco2)n1N,-33,107,100,.,98,100,0,.,1,103,101
COc1cccc(C2CC(c3ccccc3)=NN2S(=O)(=O)c2ccccc2)c1OC (stereo not given),-55,99,99,26,97,100,27,115,0,99,98
Cc1ccc(-c2nc3ccc([N+](=O)[O-])cc3[nH]2)cc1,-18,98,96,19,102,97,37,100,-1,94,97
O=C(Nc1nnc(C2CC2)s1)c1cc(-c2ccccc2)nn1-c1ccccc1,-48,96,94,-10,87,89,-22,101,-1,96,88
COc1ccc(NS(=O)(=O)c2ccc3oc4ccccc4c3c2)cn1,1,106,99,.,103,99,3,100,1,102,99
CC1(C)CN(c2ccc(F)cc2)C1=O,-14,102,99,-3,96,98,-5,99,-4,99,97
CCCS(=O)(=O)N1CCN(C(=O)c2ccccc2F)CC1,8,106,101,17,101,100,-2,102,0,102,102
COc1ccccc1OCC(=O)Nc1ccc(S(=O)(=O)Nc2nc(C)cc(C)n2)cc1,-6,104,100,2,99,100,26,102,-1,103,101
C=CCOC(=O)c1ccc(-n2cncn2)nc1,-12,112,100,.,105,100,-7,98,-2,101,103
CCN1CCN(c2cc(C)c3cc(NC(=S)N(CC)CC)ccc3n2)CC1,-102,104,98,-12,98,99,15,102,-2,99,99
CC(=O)c1cc2c(cc1NC(=O)CCn1cccc1)OCO2,-25,105,100,.,101,102,21,101,-1,102,102
CCc1nc(NC(=O)NS(=O)(=O)c2ccccc2C(=O)OC)nc(OC)n1,-18,101,98,4,98,99,4,97,0,100,100
COc1ccc(OC)c(NC(=O)CNC(=O)Cn2ccc3ccccc3c2=O)c1,-11,102,98,.,98,97,9,102,-1,99,99
c1ccc2c(c1)NC(c1ccncc1)n1c-2nc2ccccc21 (stereo not given),-30,99,98,.,97,99,13,103,-1,99,97
Cc1cccc(NC(=O)/C(=C/c2cccc([N+](=O)[O-])c2)NC(=O)c2cccs2)c1,6,101,100,-10,97,99,5,100,-1,102,97
CCNC(=S)N1CCC(C(O)(c2ccccc2)c2ccccc2)CC1,-21,100,98,.,106,101,8,100,2,98,99
O=C(Cc1c[nH]c2ccccc12)Nc1nccs1,-61,100,98,32,94,97,5,108,3,100,98
COc1ccc2nc(C)[nH]c(=O)c2c1,-5,105,98,.,108,103,11,95,-3,106,103
O=C(NC1CCCCC1)C(c1cccs1)N(CC1CCCO1)C(=O)c1csnn1 (stereo not given),-6,102,102,-4,101,101,7,119,0,103,100
COc1cc(SC)ccc1C(=O)Nc1ccc2c(c1)CCN2S(C)(=O)=O,-16,102,97,.,99,103,0,99,0,99,100
Cn1c(=O)c(=O)n(C)c2cc(S(=O)(=O)N3CCc4ccccc43)ccc21,-36,109,102,5,103,105,15,105,-6,105,103
COc1ccccc1C(=O)N1CCN(Cc2nc(CC3CC3)no2)CC1,-2,101,97,8,105,100,-3,102,-1,100,99
CC1CCN(C(=O)CSc2nnc(Cc3cccn3C)n2CCc2ccccc2)CC1,-7,104,98,.,100,100,-1,98,1,103,100
CCOC(=O)c1cc(C)sc1/N=C/C1=C(O)CCCC1=O,-39,102,98,.,101,100,19,100,-3,100,102
Clc1ccc(NC2=NCCCCC2)cc1,-9,91,93,.,97,98,-5,92,0,96,95
N#C/C(=C/c1cn(-c2ccccc2)nc1-c1cccc(OCc2ccccc2)c1)C(=O)NCCCn1ccnc1,-29,111,104,28,101,101,-34,98,-1,99,102
Cc1ccnc(SCCn2c(N3CCCCC3)nc3c2c(=O)n(C)c(=O)n3C)n1,-18,107,102,.,103,104,-12,103,-4,104,105
O=C(CSc1cn(CCNC(=O)c2ccccc2)c2ccccc12)NCc1ccco1,-35,99,97,.,97,96,26,104,0,98,96
COc1c([N+](=O)[O-])c(=O)n(-c2ccccc2)c2ccccc12,-13,100,98,-7,98,96,9,103,-1,100,98
COc1ccc(S(=O)(=O)N2CCC(C)CC2)cc1Br,13,93,96,.,97,96,-11,91,-2,97,97
Cc1nc(S/C(=C/c2ccc(OCc3ccc(C(=O)O)cc3)cc2)C(=O)O)n[nH]1,-37,91,90,-16,86,88,34,100,0,87,90
COc1ccc(-c2csc(NC(=O)c3nc(-c4ccccc4)oc3C)n2)cc1,17,97,94,.,99,98,17,107,-5,97,99
Cc1cc(N2C(=O)C(O)=C(C(=O)c3cccs3)C2c2ccccc2)no1 (stereo not given),-32,93,93,2,93,94,19,102,0,95,96
CCCn1nc(C(=O)OCC(=O)NC(C)c2ccccc2)c2ccccc2c1=O (stereo not given),-20,100,96,.,102,97,-1,100,0,97,99
O=C(CC1C(=O)OCC2CCCCN21)Nc1ccccc1C(F)(F)F (stereo not given),29,102,99,9,109,102,27,100,-1,99,98
CCCC(=O)Nc1ccc(C(=O)NNC(=O)c2cccc([N+](=O)[O-])c2)cc1,-19,95,94,-17,94,95,0,106,1,93,92
CC1CN(c2nc(-c3ccccc3)nc3ccccc23)CC(C)O1 (stereo not given),14,106,101,-16,100,101,-15,101,-5,105,100
Cc1ccccc1CNC(=O)CC1C(=O)NCCN1CC1CCCCC1 (stereo not given),-19,99,94,-24,102,99,3,97,-2,95,100
CCOC(=O)C1CCN(C(=O)c2c(-c3c(Cl)cccc3Cl)noc2C)CC1,-7,95,94,-9,97,96,9,96,0,97,98
COc1ccccc1Cn1c(=O)c2ccccc2n2c(SCC(=O)N3CCCCC3)nnc12,-1,103,100,-4,99,98,16,99,-5,105,99
COC(=O)c1ccc(NC(=O)c2ccccc2N(C)S(C)(=O)=O)cc1,-16,102,101,6,98,105,6,97,2,104,104
COc1cc(C(=O)Nc2nnc(-c3sccc3C)s2)cc(OC)c1OC,8,100,93,.,96,92,-13,102,0,95,95

# Record cards, from the list above. Screens in order: Mcl1-Bid inh	Rac1 wt GTP bind	Rac1 mut GTP	Pf gamet viab	Rab7 wt modul	Rab2A wt mod	Mcl1-Noxa inh	RGS8-Gao	Bim-Mcl-1	Cdc42 wt	HRas wt GTP bind
# `COc1c([N+](=O)[O-])c(=O)n(-c2ccccc2)c2ccccc12` across the screens: -13	100	98	-7	98	96	9	103	-1	100	98
# `Cc1nc(S/C(=C/c2ccc(OCc3ccc(C(=O)O)cc3)cc2)C(=O)O)n[nH]1` across the screens: -37	91	90	-16	86	88	34	100	0	87	90
# `COc1ccccc1Cn1c(=O)c2ccccc2n2c(SCC(=O)N3CCCCC3)nnc12` across the screens: -1	103	100	-4	99	98	16	99	-5	105	99
# `COc1cc(C(=O)Nc2nnc(-c3sccc3C)s2)cc(OC)c1OC` across the screens: 8	100	93	.	96	92	-13	102	0	95	95

# Following part.
SMILES,Mcl1-Bid inh,Rac1 wt GTP bind,Rac1 mut GTP,Pf gamet viab,Rab7 wt modul,Rab2A wt mod,Mcl1-Noxa inh,RGS8-Gao,Bim-Mcl-1,Cdc42 wt,HRas wt GTP bind
CCOCCCNC(=O)N[C@@H](C)C(=O)OC,-20,104,100,4,105,102,-12,98,-2,104,104
CCCCN(CC)CCNC(=O)CN(C)S(=O)(=O)c1ccc2c(c1)c(=O)n(C)c(=O)n2C,-7,103,98,36,99,100,12,102,1,103,100
Cc1noc(NS(=O)(=O)c2ccc(NC(=O)CS(=O)(=O)c3ccccc3)cc2)c1C,17,101,96,-12,101,99,25,97,-2,97,99
CCCn1c(Nc2ccc(Cl)cc2)nc2ccccc21,4,102,100,-3,96,101,6,103,-5,105,101
O=C(Nn1c(Cc2cccs2)nc2ccccc2c1=O)c1cccs1,15,106,100,-10,100,100,19,86,0,101,103
COc1ccc(N2CC(C)Cn3c2nc2c3c(=O)n(Cc3ccccc3F)c(=O)n2C)c(OC)c1 (stereo not given),-20,96,96,-14,92,96,4,96,-4,96,96
CNC(=O)CN(C)S(=O)(=O)c1ccc(F)cc1,-24,108,102,.,103,103,-7,101,0,103,100
Cc1cc(C(F)(F)F)nn1CC(=O)N1CCCC1,23,102,100,-5,96,98,26,107,-2,99,97
Cc1ccc(C2c3c(oc4ccccc4c3=O)C(=O)N2c2nnc(C(C)C)s2)o1 (stereo not given),-8,104,98,.,96,101,31,99,-5,102,101
O=C(NNC(=O)c1cc2cc3ccccc3nc2s1)c1ccc(F)cc1,-20,101,98,6,97,99,11,100,1,100,99
CCOC(=O)N1CCC(Nc2nc3ccccc3nc2NS(=O)(=O)c2ccc(Cl)cc2)CC1,25,100,96,.,94,96,28,109,-3,96,98
O=C(COC(=O)c1ccccc1C(=O)N1CCN(c2ccc(F)cc2)CC1)NCc1ccccc1,-36,105,101,.,101,103,-16,96,0,101,102
O=c1cc(NCCc2ccccc2)c2ccccc2o1,-33,99,95,3,101,98,5,105,0,97,96
CCOP(=O)(OCC)c1nc(-c2cccc3ccccc23)oc1N1CCCCC1,24,102,96,-12,94,96,16,100,-1,99,97
CCCCC(NC(=O)c1ccc(Cl)cc1)C(=O)O (stereo not given),-12,101,99,9,100,98,17,99,-2,102,98
C=CCn1c(SCc2ccc(C#N)cc2)nnc1-c1cccc(OC)c1,95*,104,99,3,101,101,5,102,-3,102,101
O=C(COc1ncnc2c(Cl)cc(Cl)cc12)NC1CCCCCC1,-12,101,95,.,96,99,0,102,0,97,98
COc1ccc(CCCC(=O)N/N=C/c2ccccc2OC)cc1,2,96,93,13,96,95,5,103,-1,94,93
COc1ccc(NC2CC(=O)NC2=O)cc1 (stereo not given),-20,104,101,-5,98,105,20,99,-2,106,104
O=C(O)c1cc(Cl)ccc1-c1ccc(/C=C/c2cc(C(F)(F)F)[nH]c(=O)n2)o1,-36,94,90,-16,97,94,-6,107,0,92,94
COc1ccc(C2N(S(=O)(=O)c3ccccc3)CCN2S(=O)(=O)c2ccc(C)cc2)cc1 (stereo not given),6,104,99,.,103,103,0,99,-6,104,103
CCN(CC(=O)O)S(=O)(=O)c1cc(Cl)ccc1Cl,26,103,100,.,103,100,9,104,-2,100,103
CCn1c(CNC(=O)Cc2ccc(OC)cc2)nnc1SCC(=O)c1ccccc1,-35,99,95,2,108,99,28,98,-2,102,97
CCN(Cc1ccccc1)C(=O)COC(=O)c1n[nH]c2ccccc12,-31,99,99,.,95,98,8,102,4,101,99
CN(C)S(=O)(=O)c1cc(NC(=O)CN2CCN(c3ccccc3F)CC2)ccc1Cl,-41,99,93,-14,105,101,5,101,0,93,98
CC(=C/c1ccccc1)/C=N/NC(=O)c1cnccn1,-4,91,92,.,97,95,.,102,-2,97,96

# Bioassay records (PubChem BioAssay)
